Rad51 HR inh = human RAD51 strand exchange inhibitors, primary screen, biochemical, fluorescence; 0.085% of 200,000 active; DNA repair protein RAD51 homolog 1 (Homo sapiens), Q06609; hRad51 DNA strand exchange, fluorescence dequenching; AID 1385, 2008; inhibition, % at 10 µM;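 active means inhibition above 40% at the single screening dose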;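 further: 0% = DMSO control wells and 100% = blanks with heterologous ssDNA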
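Assay system: Human Rad51 nucleoprotein filaments preassembled on unlabelled ssDNA | Reagent: Donor/quencher-labelled 47-bp dsDNA substrate | Doses: One concentration, 10 µM final | Times: 37 °C 15-min filament assembly, 30-min compound preincubation, 15-min exchange | Technique: Fluorescein emission 520 nm, excitation 485 nm | Benchmarks: Plate control and blank wells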
PERK inh = block of dimerizer-induced PERK translation repression, primary screen, PERK inhibitor project, CHO PERK-DD cells, SEAP luminescence, HTS. CHO PERK-DD fusion, SEAP luminescence translation reporter. inhibition, % at 5.6 µM. 0.17% of 220,000 active. AID 1416, 2008;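 active means inhibition above the mean inhibition of all tested compounds plus 3 SD, set separately per screening campaign, cut at about 2.9% in these data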;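 further: PERK kinase domain activated by AP20187 dimerizer at 100 nM; 0% = DMSO with dimerizer and 100% = rapamycin at 8.4 µM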
Target sequence (Q9NZJ5 whole entry, looked up, the tested form may be a part): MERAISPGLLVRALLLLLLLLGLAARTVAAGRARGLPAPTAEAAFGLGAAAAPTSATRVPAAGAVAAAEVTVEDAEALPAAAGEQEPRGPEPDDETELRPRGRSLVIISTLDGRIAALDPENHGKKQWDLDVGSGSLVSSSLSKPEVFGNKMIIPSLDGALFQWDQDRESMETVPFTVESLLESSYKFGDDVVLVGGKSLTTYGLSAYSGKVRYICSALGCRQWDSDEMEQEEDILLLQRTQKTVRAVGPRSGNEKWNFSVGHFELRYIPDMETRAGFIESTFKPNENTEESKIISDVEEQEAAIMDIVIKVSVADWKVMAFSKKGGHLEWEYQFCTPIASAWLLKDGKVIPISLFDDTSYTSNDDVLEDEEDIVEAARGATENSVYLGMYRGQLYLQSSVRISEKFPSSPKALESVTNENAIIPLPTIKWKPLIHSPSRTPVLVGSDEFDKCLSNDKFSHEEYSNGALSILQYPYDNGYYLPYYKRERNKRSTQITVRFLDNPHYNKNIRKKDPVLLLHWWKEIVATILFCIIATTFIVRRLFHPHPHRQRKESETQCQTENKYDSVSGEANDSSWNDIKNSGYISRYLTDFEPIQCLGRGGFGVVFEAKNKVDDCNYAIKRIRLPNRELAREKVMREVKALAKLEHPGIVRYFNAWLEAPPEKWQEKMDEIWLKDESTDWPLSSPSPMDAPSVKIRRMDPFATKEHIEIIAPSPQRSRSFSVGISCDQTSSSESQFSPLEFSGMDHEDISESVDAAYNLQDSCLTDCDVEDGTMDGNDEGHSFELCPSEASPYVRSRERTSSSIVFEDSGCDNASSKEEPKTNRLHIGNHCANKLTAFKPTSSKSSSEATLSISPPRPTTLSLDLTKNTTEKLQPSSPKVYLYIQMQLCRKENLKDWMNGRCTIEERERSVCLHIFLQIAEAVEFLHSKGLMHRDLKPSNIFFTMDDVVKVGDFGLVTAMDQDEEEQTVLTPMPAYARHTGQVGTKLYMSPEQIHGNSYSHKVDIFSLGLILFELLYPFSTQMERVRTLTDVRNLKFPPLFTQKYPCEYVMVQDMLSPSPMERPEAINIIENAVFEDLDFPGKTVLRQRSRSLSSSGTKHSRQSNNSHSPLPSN
Thrombin inh = human alpha-thrombin inhibitors, primary screen, counter-screen for coagulation protease inhibitor project, biochemical, 1536-well, fluorogenic AMC substrate | inhibition, % at 5 µM | 0.26% of 220,000 active | Boc-VPR-AMC fluorogenic substrate cleavage | AID 1046, 2008;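 active means inhibition at or above 40%; inactive means inhibition below 40%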;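 further: 0% = enzyme with no compound and 100% = wells without enzyme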
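System: Human alpha-thrombin protein | Medium: pH 7.5 Tris (50 mM) with NaCl 150 mM, Tween 20 0.05% | Times: Enzyme reaction carried out at room temperature | Detection: AMC fluorescence, 355/460 nm | Evaluation: Percent inhibition scaled between no-compound controls and no-enzyme blanks | Benchmarks: Enzyme without compound as high, wells lacking enzyme as low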
FXIIa inh = human FXIIa protease inhibitors, primary screen, biochemical, 1536-well. Coagulation factor XII (Homo sapiens), P00748. 0.3% of 220,000 active. purified FXIIa, Boc-QGR-AMC fluorogenic substrate, 2 h. inhibition, % at 5 µM; in the data active means inhibition above about 40%;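 further: 0% = enzyme with no compound and 100% = blank without enzyme; many of its hits are not listed in these tables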
hK5 inh = human KLK5 protease inhibitors, primary screen, biochemical, 1536-well. Kallikrein-5 (Homo sapiens), Q9Y337. recombinant hK5, fluorogenic AMC substrate cleavage. inhibition, % at 5 µM. 0.59% of 210,000 active;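 active means inhibition of 40% or more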;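 further: 0% = enzyme controls without compound and 100% = no-enzyme blanks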
FXIa inh = human FXIa protease inhibitors, primary screen, biochemical, 1536-well | Coagulation factor XI (Homo sapiens), P03951 | purified FXIa, Boc-Glu-Ala-Arg-AMC fluorogenic substrate | inhibition, % at 5 µM | 0.14% of 220,000 active;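 active means inhibition of at least 40%; inactive means inhibition below 40%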;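 further: fluorescence of freed AMC excited at 355 nm; 0% = enzyme without compound and 100% = no enzyme blank; many of its hits are not listed in these tables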
KCC2 mod = KCC2 cotransporter modulators, thallium flux, primary screen, cell-based, HEK293 KCC2, FluoZin-2 fluorescence, MLSMR | KCC2 cells, thallium flux FluoZin-2 fluorescence | 2.2% of 190,000 active | AID 1456, 2008 | B-score of Tl+ flux slope (higher = more flux/activation; lower = inhibition) at 10 µM | Solute carrier family 12 member 5 (Homo sapiens), Q9H2X9;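 active means thallium flux slope and its plate-corrected score both differing from the plate sample mean at a set confidence after two filtering rounds, in either direction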;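 further: slope of fluorescence scaled to starting intensity during 10 to 20 s after thallium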
Calpain2 inh = inhibitors of pig calpain II, primary screen, biochemical, fluorogenic peptide substrate, 1536-well. purified calpain II, 30 min. inhibition, % at 16 µM. 0.37% of 220,000 active;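 active means inhibition above about 50%, limit read from the data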
Furin inh = human furin inhibitors, primary screen, biochemical, fluorescence intensity. purified furin, fluorogenic substrate cleavage. inhibition, % at 30 µM. 0.061% of 220,000 active; in the data active means inhibition above about 25%; further: inactives centre near -15
* marks the source's active call; other numbers are inactive results; [ ] = dose if it differs, or a comment. An excerpt; rates above refer to the full screens.

For COC(=O)COc1ccc(/C=C2/SC(=O)N(CC(=O)N3CCCC3)C2=O)cc1Br the results were Rad51 HR inh -1, PERK inh 0.6, Thrombin inh -2, FXIIa inh 16, hK5 inh 1, FXIa inh -2, KCC2 mod 0.26, Calpain2 inh 6 and Furin inh -16[20 µM].
`C=CCN1C(=O)C2C(C(=O)NC)C3(C)C=CC2(O3)C1C(=O)NCc1ccc(OC)cc1` (stereo not drawn) gave Rad51 HR inh -6, PERK inh 0.6, Thrombin inh -2, FXIIa inh 12, hK5 inh -2, FXIa inh 1, KCC2 mod 0.66, Calpain2 inh -55 and Furin inh -25.
Screening O=C(NCc1ccc(N2CCCC2=O)cc1)c1cccc(Cl)c1 returned Rad51 HR inh 18, PERK inh 0.3, Thrombin inh 3, FXIIa inh -5, hK5 inh -20, FXIa inh -5, KCC2 mod -0.68, Calpain2 inh 21 and Furin inh -32.
Screening Cn1cccc1C1(C(F)(F)F)NCCNC1=O (stereo not drawn) returned Rad51 HR inh -4, PERK inh 1.4, Thrombin inh -10, FXIIa inh -6, hK5 inh -2, FXIa inh -9, KCC2 mod 0.038, Calpain2 inh -3 and Furin inh -20.
Screening COc1cccc(/C=N/NC(=S)NC2CC3CCC2C3)c1OC (stereo not drawn) returned Rad51 HR inh 1, PERK inh 0.1, Thrombin inh -6, FXIIa inh 1, hK5 inh -3, FXIa inh -3, Calpain2 inh 1 and Furin inh -14.
For O=C(OCC(=O)N1CCC(Cc2ccccc2)CC1)c1ccc[nH]c1=O the results were Rad51 HR inh -4, PERK inh 0.1, Thrombin inh -7, FXIIa inh -3, hK5 inh 2, FXIa inh 1, KCC2 mod 0.043, Calpain2 inh -13 and Furin inh -13[20 µM].
`CC(C)c1ccc(Nc2cnn(C34CC5CC(CC(CC(=O)O)(C5)C3)C4)c(=O)c2Cl)cc1` gave Rad51 HR inh 9, PERK inh 1.1, Thrombin inh 5, FXIIa inh 23, hK5 inh -1, FXIa inh 6, KCC2 mod 0.0092, Calpain2 inh -18 and Furin inh -10[20 µM].
`Cc1cc(C)c(NC(=S)N(CCc2ccncc2)C(C)C)c(C)c1` gave Rad51 HR inh 28, PERK inh 0.8, Thrombin inh -7, FXIIa inh 8, hK5 inh 10, FXIa inh -1, KCC2 mod 0.87, Calpain2 inh 8 and Furin inh -22.
Screening CN1C=C(C(F)(F)F)C=C/C1=C(\C#N)c1nnc2n1CCCCC2 returned Rad51 HR inh 8, PERK inh 3.1*, Thrombin inh 2, FXIIa inh 16, hK5 inh 3, FXIa inh -6, KCC2 mod 0.87, Calpain2 inh 6 and Furin inh -12.
CCO/C(C)=C1/SC(=S)NC1=O was read as PERK inh 1.0, Thrombin inh 1, FXIIa inh 11, hK5 inh 3, FXIa inh 4, KCC2 mod -0.67, Calpain2 inh 24 and Furin inh -5.
Screening CCOC(=O)c1ccc2ncc(C(=O)OCC)c(NCc3ccco3)c2c1 returned Rad51 HR inh -9, PERK inh -1.3, Thrombin inh -10, FXIIa inh 2, hK5 inh -41, FXIa inh -5, KCC2 mod -0.022, Calpain2 inh -450 and Furin inh -27.
Screening COC(=O)C1(C)Cc2cc(OC(C)=O)c(OC(C)=O)cc2N1 (stereo not drawn) returned Rad51 HR inh 12, PERK inh 1.6, Thrombin inh -4, FXIIa inh 3, hK5 inh -5, FXIa inh -5, Calpain2 inh -60 and Furin inh -24.
Screening O=C(N/N=C/c1nn(-c2ccccc2)cc1-c1ccc(Cl)cc1)c1ccncc1 returned Rad51 HR inh 5, PERK inh 1.6, Thrombin inh -8, FXIIa inh 2, hK5 inh -2, FXIa inh -3, KCC2 mod -0.6, Calpain2 inh -52 and Furin inh -26.
Cn1c(NCc2ccco2)nc2c1c(=O)n(Cc1ccc(Cl)cc1)c(=O)n2C was read as Rad51 HR inh -17, PERK inh -0.3, Thrombin inh 2, FXIIa inh 8, hK5 inh 11, FXIa inh 2, KCC2 mod 0.45, Calpain2 inh 46 and Furin inh -13[20 µM].
`COc1ccc(OCc2ccc(-c3nc4ccccc4c(=O)n3N)o2)cc1` gave Rad51 HR inh -4, PERK inh -1.2, Thrombin inh -1, FXIIa inh 0, hK5 inh -3, FXIa inh -5, KCC2 mod -1.7, Calpain2 inh 16 and Furin inh -4.
Screening Cc1[nH][nH]c(=O)c1C=NCc1ccc(Cl)cc1 returned Rad51 HR inh 6, PERK inh 1.1, Thrombin inh -1, FXIIa inh 8, hK5 inh 2, FXIa inh 1, KCC2 mod -0.17, Calpain2 inh -20 and Furin inh -12.
`COc1ccccc1NC(=O)Cn1cnc2c(oc3ccccc32)c1=O` gave Rad51 HR inh 3, PERK inh 0.5, Thrombin inh -4, FXIIa inh 13, hK5 inh -8, FXIa inh 4, KCC2 mod -1.4, Calpain2 inh 4 and Furin inh -21.
Screening CCOc1cc2[nH]c(=O)n(Cc3ccccc3)c(=O)c2cc1OCC returned Rad51 HR inh 7, PERK inh 0.0, Thrombin inh -7, FXIIa inh -9, hK5 inh 0, FXIa inh -7, KCC2 mod 1.5, Calpain2 inh -8 and Furin inh -28[20 µM].
Screening CCc1cc2c(SCC(=O)Nc3cc(C)on3)ncnc2s1 returned Rad51 HR inh -3, PERK inh -0.5, Thrombin inh -6, FXIIa inh 14, hK5 inh 5, FXIa inh 3, KCC2 mod 0.79, Calpain2 inh 14 and Furin inh -18.
Screening O=C(Nc1cccc(S(=O)(=O)N2CCOCC2)c1)c1ccc2c(=O)n3c(nc2c1)CCCCC3 returned Rad51 HR inh 5, PERK inh -0.1, Thrombin inh -11, FXIIa inh 5, hK5 inh -3, FXIa inh -1, KCC2 mod -0.36, Calpain2 inh -7 and Furin inh -16.
For N=C1S/C(=C\c2ccco2)C(=O)N1c1ccc2c(c1)OCO2 the results were Rad51 HR inh 12, PERK inh 0.9, Thrombin inh -1, FXIIa inh -9, hK5 inh -29, FXIa inh -8, KCC2 mod -0.75, Calpain2 inh -41 and Furin inh -16.
Screening COc1c(Cl)cnn(-c2ccccc2)c1=O returned PERK inh 1.4, Thrombin inh 3, FXIIa inh 13, hK5 inh -2, FXIa inh 5, KCC2 mod -0.2, Calpain2 inh 2 and Furin inh -17.
`CN(Cc1nc(-c2cnccn2)no1)CC1(c2ccccc2)CC1(C)C` (stereo not drawn) gave PERK inh 1.0, Thrombin inh 2, FXIIa inh 5, FXIa inh -1, KCC2 mod -1, Calpain2 inh 18 and Furin inh -27.
For Cc1nnc(SCCN2CCOCC2)n1C the results were PERK inh 0.2, Thrombin inh 0, FXIIa inh 10, hK5 inh -6, FXIa inh 0, KCC2 mod -0.7, Calpain2 inh -14 and Furin inh -10.
Screening COc1cnn(-c2ccccc2)c(=O)c1SCc1ccc(Cl)c(Cl)c1 returned Rad51 HR inh 9, PERK inh -0.2, Thrombin inh -9, FXIIa inh 10, hK5 inh -3, FXIa inh 4, KCC2 mod -0.75, Calpain2 inh 10 and Furin inh -12[20 µM].
Cc1nc(NC(=O)CSc2nc3cccnc3n2Cc2ccccc2)sc1C was read as Rad51 HR inh 6, PERK inh -1.5, Thrombin inh 1, FXIIa inh 6, hK5 inh 3, FXIa inh 1, KCC2 mod -0.3, Calpain2 inh 8 and Furin inh -8.
Screening Cc1c(Br)c([N+](=O)[O-])nn1CC(=O)NCC1CCCO1 (stereo not drawn) returned Rad51 HR inh -35, PERK inh -0.5, Thrombin inh -2, FXIIa inh 4, hK5 inh 0, FXIa inh -5, KCC2 mod 0.19, Calpain2 inh 15 and Furin inh -10.
`CCOC(=O)C1C(c2cc(OC)c(O)c(OC)c2)NC(=S)NC1(O)C(F)(F)F` (stereo not drawn) gave Rad51 HR inh -7, PERK inh 0.3, Thrombin inh -6, FXIIa inh 6, hK5 inh -19, FXIa inh -1, KCC2 mod -0.73, Calpain2 inh 20 and Furin inh -4.
Cc1ccc2c(c1)C(c1ccncc1)=NNC(c1ccc(F)cc1)=N2 was read as Rad51 HR inh 2, PERK inh -0.6, Thrombin inh -16, FXIIa inh -2, hK5 inh 0, FXIa inh -1, KCC2 mod 0.34, Calpain2 inh 29 and Furin inh -12.
COc1ccc(Br)cc1C(=O)Nc1ccccc1-c1ccccc1 was read as Rad51 HR inh 0, PERK inh 0.0, Thrombin inh -1, FXIIa inh 10, hK5 inh -8, FXIa inh 2, KCC2 mod 0.56, Calpain2 inh 30 and Furin inh -8.
Screening O=C1CCCCC1C(=O)c1cn(-c2ccc(Cl)c(Cl)c2)nn1 (stereo not drawn) returned Rad51 HR inh 14, PERK inh 1.2, Thrombin inh 3, FXIIa inh 4, hK5 inh -8, FXIa inh -5, KCC2 mod -0.1, Calpain2 inh -22 and Furin inh -33.
Screening CC(C)(C)c1nn(-c2ccccc2)c2nc(Cl)c(C=O)cc12 returned PERK inh 1.1, Thrombin inh -3, FXIIa inh 6, hK5 inh 0, FXIa inh -9, KCC2 mod 1.4, Calpain2 inh 24 and Furin inh -10[20 µM].
`O=C(CN1CCCC1)N1CCN(c2ccccc2)CC1` gave PERK inh 0.7, Thrombin inh 0, FXIIa inh 9, FXIa inh 3, KCC2 mod 0.96, Calpain2 inh 6 and Furin inh -28.
COc1ccccc1OCCC(=O)OCC(=O)Nc1ncc(Cl)cc1Cl was read as Rad51 HR inh 10, PERK inh 1.7, Thrombin inh -12, FXIIa inh -4, hK5 inh -7, FXIa inh -5, KCC2 mod -0.98, Calpain2 inh -184 and Furin inh -9.
Screening COc1cccc(CNc2nc3nc(C)cc(C)n3n2)c1 returned Rad51 HR inh 4, PERK inh 0.4, Thrombin inh -3, FXIIa inh -3, hK5 inh 0, FXIa inh -7, Calpain2 inh -74 and Furin inh -19.

A portion from the list above:
Screening CC(C)(C)c1nn(-c2ccccc2)c2nc(Cl)c(C=O)cc12 returned PERK inh 1.1, Thrombin inh -3, FXIIa inh 6, hK5 inh 0, FXIa inh -9, KCC2 mod 1.4, Calpain2 inh 24 and Furin inh -10[20 µM].
`O=C(CN1CCCC1)N1CCN(c2ccccc2)CC1` gave PERK inh 0.7, Thrombin inh 0, FXIIa inh 9, FXIa inh 3, KCC2 mod 0.96, Calpain2 inh 6 and Furin inh -28.
COc1ccccc1OCCC(=O)OCC(=O)Nc1ncc(Cl)cc1Cl was read as Rad51 HR inh 10, PERK inh 1.7, Thrombin inh -12, FXIIa inh -4, hK5 inh -7, FXIa inh -5, KCC2 mod -0.98, Calpain2 inh -184 and Furin inh -9.
Screening COc1cccc(CNc2nc3nc(C)cc(C)n3n2)c1 returned Rad51 HR inh 4, PERK inh 0.4, Thrombin inh -3, FXIIa inh -3, hK5 inh 0, FXIa inh -7, Calpain2 inh -74 and Furin inh -19.

Screens (PubChem)
